WRN helicase inh – qHTS for Inhibitors of WRN Helicase; Potency, µM (series often up to 114 µM), without a hit: top-dose activity change, negative = inhibition, usual class: inhibitors; Bifunctional 3'-5' exonuclease/ATP-dependent helicase WRN (Homo sapiens), Q14191; WRN helicase unwinding, fluorescent forked duplex, kinetic; 360,000 compounds, 0.46% hits; AID 651768, 2012; further: potency means the concentration at half of the fitted maximal effect; on the % scale 0 is the no-effect control and ±100 the full control effect; nearly all actives have a fitted effect of over 55% in size
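Fluorescence dequenching readout, ex 525 nm/em 598 nm, kinetic mode: forked duplex DNA (100 nM final) with adjacent fluorophore and quencher unwound by WRN (20 nM final) with 2 mM ATP. Compound preincubation 15 min, room temperature.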
PLK1 PBD inh – qHTS for Inhibitors of PLK1-PDB (polo-like kinase 1 - polo-box domain): Primary Screen. Serine/threonine-protein kinase PLK1 (Homo sapiens), P53350. Plk1 PBD binding of FITC phosphopeptide, fluorescence polarization. Potency, µM, inactives show max response, negative = inhibition, most hits filed as inhibitors. 360,000 compounds, 2.8% hits; further: potency means the concentration at half of the fitted maximal effect; series mostly up to about 57 µM; on the % scale 0 is the no-effect control and ±100 the full control effect; nearly all actives have a fitted effect of over 65% in size
EPAC1 antagonist – qHTS for Antagonist of cAMP-regulated guanine nucleotide exchange factor 3 (EPAC1): primary screen | Rap guanine nucleotide exchange factor 3 (Homo sapiens), O95398 | EPAC1 GEF assay, Rap1b-BODIPY-GDP exchange fluorescence | Potency, µM (titrated, usually from 115 µM), inactives show at the highest dose activity change, negative = inhibition, actives largely listed as inhibitors | 360,000 compounds, 0.14% hits;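 further: potency means the concentration at half of the fitted maximal effect; plate controls were vehicle for no effect and positive control for full effect; nearly all actives have a fitted effect of over 50% in size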
Target sequence (O95398 whole entry, looked up): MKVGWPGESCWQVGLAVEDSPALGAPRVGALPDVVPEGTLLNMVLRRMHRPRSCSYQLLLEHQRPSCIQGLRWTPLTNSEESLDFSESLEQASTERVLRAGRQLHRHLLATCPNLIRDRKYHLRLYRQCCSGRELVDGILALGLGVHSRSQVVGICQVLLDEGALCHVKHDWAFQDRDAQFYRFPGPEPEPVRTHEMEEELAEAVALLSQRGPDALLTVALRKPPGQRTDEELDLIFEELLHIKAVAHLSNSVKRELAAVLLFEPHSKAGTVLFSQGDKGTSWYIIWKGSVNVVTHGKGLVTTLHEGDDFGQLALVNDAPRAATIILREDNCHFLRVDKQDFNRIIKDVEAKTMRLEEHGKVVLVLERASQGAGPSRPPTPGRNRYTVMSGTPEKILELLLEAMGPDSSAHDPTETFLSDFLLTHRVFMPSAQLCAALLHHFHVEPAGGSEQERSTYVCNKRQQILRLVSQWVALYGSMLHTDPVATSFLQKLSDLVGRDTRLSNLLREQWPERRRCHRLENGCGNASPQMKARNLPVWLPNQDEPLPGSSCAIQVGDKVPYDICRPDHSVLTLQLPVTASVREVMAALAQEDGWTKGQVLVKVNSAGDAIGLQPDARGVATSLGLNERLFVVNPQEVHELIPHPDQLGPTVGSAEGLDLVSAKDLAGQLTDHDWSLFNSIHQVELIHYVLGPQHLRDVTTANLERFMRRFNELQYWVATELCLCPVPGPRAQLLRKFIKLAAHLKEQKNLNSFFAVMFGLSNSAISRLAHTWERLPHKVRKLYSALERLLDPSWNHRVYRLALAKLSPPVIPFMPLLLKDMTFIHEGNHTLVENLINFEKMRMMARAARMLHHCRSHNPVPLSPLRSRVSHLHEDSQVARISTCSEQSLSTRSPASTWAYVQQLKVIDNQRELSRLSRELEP
Abeta yeast res – qHTS for compounds that reverse cellular toxicity of Amyloid beta (A-beta) peptide in yeast: Primary Screen. yeast expressing A-beta42, growth rescue, OD600, 48 h; response scale: 0% DMSO, 100% iron-clioquinol control. Potency, µM (highest dose often 46.1 µM), for the others: at the top dose growth rescue, most hits filed as activators. 410,000 compounds, 0.063% hits; further: potency means the concentration at half of the fitted maximal effect; nearly all actives have a fitted effect of over 55% in size
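Growth rescue measured by 600 nm absorbance after 48 h yeast culture at 30 C with compound. Values normalized between DMSO and an equimolar ferric chloride plus clioquinol control.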
PI5P4Ka inh – qHTS for Inhibitors of phosphatidylinositol 5-phosphate 4-kinase (PI5P4K). Phosphatidylinositol 5-phosphate 4-kinase type-2 alpha (Homo sapiens), P48426. PI5P4Kalpha enzyme, ADP-Glo luminescence, 60 min; active compounds read low. max response, %. 330,000 compounds, 1.2% hits; active means max response of -50% or lower; inconclusive means between -30% and -50%; inactive means -30% or higher; further: value at the top dose of about 77 µM; on the % scale 0 is the no-effect control and ±100 the full control effect
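ADP-Glo luminescence end-point after a 60 min room-temperature kinase reaction. PI5P4Kalpha and substrate in HEPES pH 7.4 buffer with EGTA, 0.1% CHAPS and 5% DMSO; ATP at 5 microM final.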
FUS yeast rescue – qHTS for Suppressors of FUS Proteinopathy: Primary screen using FUS-linked yeast assay; Potency, µM (top dose mostly 76.6 µM), for the others: at the top dose growth rescue (activation), most hits filed as activators; S. cerevisiae FUS-expressing, growth rescue, OD600, 24 h; 390,000 compounds, 0.24% hits;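 further: potency means the concentration at half of the fitted maximal effect; plate controls were DMSO vehicle for no effect and reference control for full effect; nearly all actives have a fitted effect of over 55% in size; some results filed as inactive show a strong effect at the top dose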
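Restored growth of FUS-toxic S. cerevisiae, read as 600 nm absorbance after 24 h at 30C in galactose medium (starting OD 0.005). Controls CP55940 and DMSO.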
IL-2 act – qHTS of IL-2 Activators | IL-2 activation reporter assay, cell-based qHTS; stimulated with anti-CD3/CD4/CD28 beads; in transgenic mouse T cells | activation, % (series mostly up to about 46 µM) | AID 652025, 2013 | 360,000 compounds, 0.065% hits; in the data active means activation above about 50%; inconclusive means mostly about 30% to 49%; further: 0% is about no effect
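Quantitative HTS in unstimulated transgenic mouse T cells, with memory T cells as non-tolerant control and PMA/ionomycin as tolerance-bypass control. Compound pretreatment lasted 60 minutes before 18 h bead stimulation; EGFP/DsRed fluorescence read.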
EPAC1 agonist – qHTS for Agonist of cAMP-regulated guanine nucleotide exchange factor 3 (EPAC1): primary screen; Potency, µM (titrated, usually from 154 µM), for the others: top-dose activation, most hits filed as activators; EPAC1 agonist qHTS, biochemical assay; response scale: 100% = response to 6.5 mM cAMP; 360,000 compounds, 0.073% hits; Rap guanine nucleotide exchange factor 3 (Homo sapiens), O95398; AID 720707, 2013; further: potency means the concentration at half of the fitted maximal effect; nearly all actives have a fitted effect of over 60% in size
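Fluorescent GDP-exchange assay: 100 nM EPAC1 with 250 nM Rap1B preloaded with BODIPY-GDP and 50 uM GDP; compounds tested as concentration series, 5 min at room temperature, then read every 5 min for 30 min (ex 480/em 540 nm); normalized to 6.5 mM cAMP.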
aSyn rescue – qHTS of alpha-syn Inhibitors. Yeast expressing alpha-synuclein, growth rescue, BacTiter-Glo, 24 h. Potency, µM (top dose mostly 46.1 µM), for inactives: top-dose growth rescue (activation), usual class: activators. 370,000 compounds, 0.14% hits. AID 652106, 2013; further: potency means the concentration at half of the fitted maximal effect; % of control where 0% means no effect; nearly all actives have a fitted effect of over 65% in size
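Galactose-induced alpha-syn yeast (OD600=0.02, raffinose-pregrown) + pinned cpd, 24 hr, 30 deg C; growth by BacTiter-Glo luminescence. Growth restoration scores as activation.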
* marks the source's active call; other numbers are inactive results; ? = inconclusive; / = not tested or not shown; [ ] = dose if it differs, or a comment. Unless noted, the call rests on the fitted dose curve; in most records, active means well fitted curve in the direction sought with a large enough effect; inconclusive means small, poorly fitted or top-dose-only effect, or another doubt; inactive means no such curve, though single readings can be large; an effect the other way counts as inactive or inconclusive.

entry	smiles	WRN helicase inh	IL-2 act	PI5P4Ka inh	aSyn rescue	EPAC1 agonist	PLK1 PBD inh	EPAC1 antagonist	Abeta yeast res	FUS yeast rescue
1	O=C(COC(=O)c1cccs1)Nc1cc(S(=O)(=O)N2CCOCC2)ccc1Cl	1%	4.4	1	-4%	7%	-12%	-26%	-13%	15%
2	COc1cc(C(=S)N2CCOCC2)cc(OC)c1OC(=O)c1ccc(F)cc1	-12%	-0.5	-7	5%	5%	12µM*	-25%	13%	41%
3	CC1(C(=O)NS(=O)(=O)c2cccc(F)c2)CCN1C(=O)Cc1cc(F)ccc1F (stereo not given)	1%	0.0	3	0%	-8%	2%	13%	-11%	-7%
4	COc1cccc(-c2nc(-c3ccccc3)nc(N3CCN(C)CC3)c2C#N)c1	1%	0.1	23	-11%	10%	-2%	1%	-25%	12%
5	COc1ccccc1C(CNC(=O)c1cccc(S(=O)(=O)N2c3ccccc3CC2C)c1)N(C)C (stereo not given)	0%	0.3	4	12%	-8%	2%	3%	-13%	-4%
6	COc1ccc(S(=O)(=O)N(C(=O)C(C)C)c2ccc3oc(=O)sc3c2)cc1	-18%	-3.3	/	7%	4%	-23%	5%	-3%	?
7	CCn1ccc(C(=O)Nc2ccc(S(=O)(=O)Nc3ccccc3OC)cc2)n1	-10%	-0.3	6	15%	2%	-4%	-14%	8%	7%
8	O=S(=O)(c1ccc(Br)cc1F)N1CCCCC1CCO (stereo not given)	-5%	-0.1	1	4%	-6%	-7%	-14%	4%	-23%
9	OCC1(CCc2ccccc2)CCN(C/C=C/c2ccccc2)CC1	6%	2.4	9	0%	-16%	-3%	-6%	-1%	-11%
10	CCN(CC)CCN(C(=O)c1ccc(N2C(=O)CCC2=O)cc1)c1nc2cc3c(cc2s1)OCCO3	-12%	-0.3	-7	1%	16%	-7%	5%	/	9%
11	CC1CC(C)CN(C(=O)c2cccc(NC(=O)CC3SC(N4CCCCC4)=NC3=O)c2)C1 (stereo not given)	-5%	0.2	-8	-5%	6%	-10%	-3%	-5%	21%
12	CCn1cc(/C=C(\NC(=O)c2ccccc2)C(=O)NCCCN2CCOCC2)c2ccccc21	10%	0.4	-4	-1%	0%	-7%	10%	-1%	5%
13	COc1ccccc1CC1(C)NC(=O)N(CC(=O)Nc2cc(C)on2)C1=O (stereo not given)	2%	0.2	/	0%	-2%	-3%	6%	3%	26%
14	CC(C)NC(=O)C1(C)CCCN1C(=O)c1ccccc1Br (stereo not given)	5%	-0.5	3	1%	-1%	-2%	24%	14%	-27%
15	COc1ccc(OCC(=O)NNC(=S)NC(=O)c2ccc([N+](=O)[O-])cc2)cc1	4%	1.3	?	8%	3%	24µM*	4%	1%	18%
16	O=C1CCCc2oc3c(cc(NS(=O)(=O)c4ccc5c6c(cccc46)C(=O)N5)c4ccccc43)c21	-18%	0.3	-23	3%	17%	-27%	-8%	-8%	27%
17	O=S(=O)(NC1CCCCC1N1CCCCC1)c1ccc(Cl)cc1 (stereo not given)	3%	0.8	1	2%	14%	4%	13%	2%	-3%
18	COc1ccccc1C(=O)COC(=O)C1(C)CC1(Cl)Cl (stereo not given)	-26%	-0.1	4	-5%	6%	-1%	-13%	-11%	11%
19	N/C(=N\OS(=O)(=O)c1ccc2ccccc2c1)c1ccncc1	-16%	-0.2	0	-2%	-8%	-7%	-7%	-4%	5%
20	COC(=O)[C@H](CCSC)NC(=O)Nc1ccc(OC)c(Cl)c1	-2%	0.4	2	5%	0%	-2%	-13%	6%	-5%
21	COc1cccc(C2CC(=O)NC3=C2C(=O)CCC3)c1 (stereo not given)	-2%	-0.2	1	-15%	-3%	-1%	3%	-8%	19%
22	O=C(COc1ccc2ccccc2c1)NNC(=O)c1ccccc1	1%	-3.5	5	2%	-1%	-4%	2%	0%	-13%
23	Cc1ccc2c(c1)-c1nc3ccccc3cc1C2=NC1CCCCC1	?	1.6	30	14%	20%	2%	-14%	-24%	/
24	COc1cc(NC(=O)CN2CC(c3ccccc3)CC2=O)cc(OC)c1 (stereo not given)	-4%	-1.7	-2	0%	5%	-10%	?	2%	-13%
25	Cc1ccc2nc(-c3ccncc3)cc(-c3ccccc3)c2c1	-10%	-0.8	/	12%	23%	-2%	-1%	-31%[inhibitor]	37%

Next part:
entry	smiles	WRN helicase inh	IL-2 act	PI5P4Ka inh	aSyn rescue	EPAC1 agonist	PLK1 PBD inh	EPAC1 antagonist	Abeta yeast res	FUS yeast rescue
26	Cn1c(=O)oc2cc(S(=O)(=O)NCCN3CCc4ccccc4C3)ccc21	9%	-3.4	0	-21%	-4%	-1%	6%	0%	14%
27	CCOCc1nnc(NC(=O)c2c(OC)cccc2OC)s1	7%	-0.1	-2	-5%	3%	?	2%	17%	8%
28	Cc1cccc(C)c1NC(=O)C1CCCN1S(=O)(=O)c1ccc2c(c1)n(C)c(=O)c(=O)n2C (stereo not given)	-1%	-1.6	-4	3%	5%	-8%	-23%	-6%	5%
29	O=C(COc1ccccc1Cl)NCCNC(=O)c1ccccn1	6%	0.9	1	2%	3%	-3%	7%	8%	-6%
30	CC1CCCN(S(=O)(=O)c2ccc(S(=O)(=O)N3CCCC3)cc2)C1 (stereo not given)	-8%	4.4	1	1%	-7%	2%	-19%	-5%	-13%
31	Cc1sc2ccccc2c1CNC[C@H]1O[C@@H](n2cnc3c(N)ncnc32)[C@H](O)[C@@H]1O	3%	-0.7	1	7%	-23%	-7%	-26%	-11%	-15%
32	CC(C)N(C(=O)[C@H]1C[C@H](CC(=O)NCc2cccc(C(F)(F)F)c2)C(=O)N2CCc3c([nH]c4ccc(Cl)cc34)[C@]12C)C(C)C	-2%	-0.5	18	?	-8%	-4%	-16%	24%	6%
33	CCc1ccccc1NC(=O)CCS(=O)(=O)c1ccc(C)cc1	0%	-2.1	0	1%	0%	-5%	-8%	-17%	-24%
34	O=C(Nc1cccc(F)c1)c1cccnc1	-2%	0.2	0	6%	8%	10%	4%	1%	-17%
35	CC(C)(C)C1CCC(=NNC(=O)CN(c2ccccc2)S(C)(=O)=O)CC1 (stereo not given)	-1%	-0.6	2	-1%	-3%	5%	-7%	22%	/
36	Cc1ccc(S(=O)(=O)Cc2ccc(C(=O)N3CCCC3)o2)cc1	-3%	3.9	1	0%	5%	-8%	5%	5%	-16%
37	Cc1ccc(C(=O)OCC(=O)Nc2cc(S(=O)(=O)N3CCOCC3)ccc2C)cc1	-9%	-0.1	3	-2%	-2%	2%	-7%	4%	-11%
38	COc1cc(NC(=O)COc2ccccc2C)ccc1NC(=O)c1ccco1	2%	-0.7	4	-2%	-4%	-3%	6%	2%	27%
39	COc1ccc(C(=O)COC(=O)C2CCN(S(=O)(=O)c3cccc4cccnc34)CC2)cc1	-9%	-0.6	5	24%	-8%	-1%	-11%	19%	/
40	Cn1nnnc1SCC(=O)N(C1CCCCC1)C1CCCCC1	-4%	-0.1	-4	-9%	5%	-10%	-8%	-1%	17%
41	Cc1ccccc1NC(=O)CN1C(=O)NC2(CCCCCCC2)C1=O	10%	-3.8	4	-1%	2%	1%	21%	0%	6%
42	CC1(C)Cc2ccccc2C2=NNC(=O)C2=N1	-3%[11.6 µM]	0.7	0	-3%	-2%	-21%	2%	-18%	-5%
43	Cc1ccc(C(=O)OCC(=O)Nc2ccc3[nH]c(=O)[nH]c3c2)cc1[N+](=O)[O-]	-13%	-3.4	-3	3%	-1%	3%	-16%	7%	-3%
44	COc1ccc(NC(=O)C2CCN(C(=O)NCc3ccccc3)CC2)cc1	-3%	-1.8	/	-5%	6%	3%	3%	-10%	16%
45	Cc1c(N=Nc2ccc(O)cc2)c(=O)n(-c2ccccc2)n1C	-1%	-2.8	3	-3%	11%	-6%	6%	-9%	9%
46	CCOC(=O)[C@]12CCCC=C1N(Cc1ccc(Cl)cc1Cl)C(=O)[C@H](CC(=O)N1CCOCC1)C2	-2%	1.1	-2	3%	-15%	-4%	2%	10%	38%
47	Cc1ccc(C)c(OCCC(=O)OCC(=O)Nc2ccc(Cl)cn2)c1	1%	-0.4	-4	4%	7%	1%	-8%	17%	-7%
48	O=C(CNC(=O)c1ccc(Br)o1)NCc1cccc(Cl)c1	3%	0.8	4	2%	5%	-1%	-4%	4%	27%
49	COc1ccccc1C(C[N+](=O)[O-])c1c[nH]c2ccccc12 (stereo not given)	-34%	0.2	-1	?	16%	-7%	-4%	32%	-25%
50	COc1cc(OC)c(C#N)c(S(=O)Cc2ccccc2)c1 (stereo not given)	16%	-0.3	-1	1%	-5%	-15%	-9%	-7%	10%

The list continues.
entry	smiles	WRN helicase inh	IL-2 act	PI5P4Ka inh	aSyn rescue	EPAC1 agonist	PLK1 PBD inh	EPAC1 antagonist	Abeta yeast res	FUS yeast rescue
51	O=C1CN(C(=O)c2ccc(Cl)nc2)c2ccccc2N1	-4%	-0.4	8	1%	1%	-9%	-14%	-16%	27%
52	COc1ccccc1Nc1nnc(SCC(=O)c2c(N)n(C3CC3)c(=O)[nH]c2=O)s1	-1%	0.5	1	-13%	2%	2%	-8%	9%	-13%
53	O=C(Cc1ccccc1)N1CCC(c2ccccc2)C1 (stereo not given)	?	-0.7	-12	1%	-2%	-7%	-25%	-6%	15%
54	O=C(COc1cccc2ccccc12)N1CCN(c2ccccn2)CC1	-9%	-0.9	/	8%	13%	2%	-4%	16%	3%

Assay outcomes deposited in PubChem BioAssay by National Center for Advancing Translational Sciences (NCATS).
